KOR beta-arrestin-1 – KOR agonists, beta-arrestin recruitment, primary screen, cell-based, luminescence, uHTS (AID 1777). KOR beta-arrestin recruitment, luminescence; higher % means a stronger effect. activation, % at 10 µM, or EC50 in µM where a hit was titrated. hit rate 0.02% among 280,000; in the data active = activation above about 50%, passing the limit was not always enough; also: a part of the inactive calls stands beside numbers as strong as those of hits
KOR beta-arrestin-2 – KOR antagonists, beta-arrestin recruitment, cell-based, luminescence, uHTS (AID 1778); hit rate 0.091% among 290,000; KOR beta-arrestin recruitment, luminescence, antagonist mode; higher % means a stronger effect; inhibition, % at 10 µM; hits with a dose series show IC50 in µM; also: strong numbers were not always called active
M1AAP inhibition – malaria alanyl aminopeptidase activity blockers – biochemical, fluorogenic H-Leu-NHMec substrate, 1536-well (AID 1445). hit rate 0.42% among 220,000. inhibition, % at 30 µM; hits with a dose series show IC50 in µM. recombinant M1AAP, H-Leu-NHMec fluorogenic kinetic assay; higher % means a stronger effect;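 active = primary inhibition above the hit cutoff, then over 50% inhibition at one or more dose response concentrations, cut at about 23% in these data, passing the limit was not always enough; inconclusive = conflicting primary data, or primary hits not chosen for dose response; inactive = low primary inhibition, or under 50% at every dose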;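 also: plate controls were DMSO full reaction for no effect and no enzyme background for full effect; strong numbers were not always called active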
HEK293 NOD2/NF-kB – inhibition of NOD2-driven NF-kB reporter – cell-based, luminescence, uHTS, HEK293 (AID 1566); HEK293 NOD2/NF-kB luciferase reporter, luminescence; higher % means a stronger effect; inhibition, % at 4 µM, or EC50 in µM where a hit was titrated; hit rate 0.63% among 290,000; also: many of its hits are not listed in these tables
Dynein cargo inh – blocks dynein driven cargo transport along microtubules; 3617.4 mouse cells, GR-EGFP nuclear translocation imaging; test concentration mostly 20 µM; stimulated with dexamethasone, 1 µM; stronger effect = lower value; z-score, hits read low; hit rate 0.47% among 220,000;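 active = plate z-score of nuclear minus cytoplasmic receptor signal below a set negative limit, without overly bright fluorescence or cell loss, cut at about -3.5 in these data, passing the limit was not always enough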;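 also: z-score of nuclear minus cytoplasmic ring GR-EGFP intensity difference per well; some compounds called inactive have numbers as strong as hits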
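Medium: Induction medium lacking tetracycline, stripped serum | Probe or stimulus: 1.0 µM final dexamethasone stimulus | Schedule: 48 h induction, then 1 h compound, then 30 min agonist, 37 °C | Signal: Automated 10x imaging of fixed Hoechst-stained cells | Evaluation: Per-cell GR-EGFP intensity, nucleus versus surrounding cytoplasmic ring, well-averaged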
M17LAP inhibition – P. falciparum M17LAP inhibitors, primary screen, biochemical, fluorogenic H-Leu-NHMec substrate, 1536-well (AID 1619); recombinant M17LAP, H-Leu-NHMec fluorogenic kinetic assay; higher % means a stronger effect; one-dose inhibition, % at 30 µM; IC50 in µM for titrated hits; hit rate 0.38% among 220,000;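 active = compound inhibiting the enzyme by more than half at any dose during confirmatory dose-response retesting; inconclusive = strong single-dose inhibitors picked by rank but not retested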;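 also: plate controls were full reaction with DMSO carrier for no effect and no enzyme background for full effect; strong numbers were not always called active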
NOD1 NF-kB reporter – inhibition of NOD1-driven NF-kB reporter – cell-based, luminescence, uHTS, primary screen (AID 1578); NOD1-driven NF-kB luciferase reporter cells, luminescence; higher % means a stronger effect; inhibition, % at 4 µM; hits with a dose series show EC50 in µM; hit rate 1% among 290,000; in the data active = inhibition mostly above about 36%, no sharp cut-off; inactive = mostly below about 34%;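 also: HEK-293T reporter cells stimulated with the NOD1 agonist gamma-tri-DAP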
AID2073 – inhibitors of Mint1-CaV2.2 protein interaction, biochemical, HTRF (AID 2073) | HTRF protein-protein interaction, Mint1-CaV2.2; higher % means a stronger effect | inhibition, % at 20 µM; hits with a dose series show IC50 in µM | hit rate 0.19% among 290,000; in the data active = inhibition mostly above about 51%, no sharp cut-off; inconclusive = no clear call, values can overlap the other calls; inactive = mostly below about 53%; also: some results filed as inactive read as strong as hits
GPR55 beta-arrestin – GPR55 agonists via beta-arrestin recruitment, primary screen, imaging, U2OS cells, beta-arrestin-GFP redistribution (AID 1961); U2OS GPR55 beta-arrestin-GFP redistribution imaging; higher % means a stronger effect; hit rate 0.048% among 290,000; activation, % at 10 µM, or EC50 in µM where a hit was titrated;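 active = activation above 40% with more than 50 cells counted in the well; inconclusive = wells holding fewer than 50 cells, flagged as toxic or sparse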;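 also: U2OS osteosarcoma cells stably expressing GPR55 and beta-arrestin-GFP; plate controls were DMSO negative control for no effect and LPI positive control for full effect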
Dynein cargo inh cytoplasmic EGFP – further read-out of Dynein cargo inh, marked with its call; z-score; measured here: cytoplasmic GR-EGFP intensity; stronger effect = higher value
Dynein cargo inh nuclear GR-EGFP – further read-out of Dynein cargo inh, marked with its call; z-score; measured here: nuclear GR-EGFP intensity;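 lower value marks the stronger effect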
Dynein cargo inh cell count – recorded beside Dynein cargo inh, whose call it bears; z-score; measured here: cell count per field
* = called active by the depositor; ? = inconclusive; . = no result given; [ ] = remark or other dose. Rule as the data show it, unless noted: active = inhibition above about 50%; inactive = the rest. A portion of the library (hit frequency here may not be typical).

SMILES | KOR beta-arrestin-1 | KOR beta-arrestin-2 | M1AAP inhibition | HEK293 NOD2/NF-kB | Dynein cargo inh | Dynein cargo inh cytoplasmic EGFP | Dynein cargo inh nuclear GR-EGFP | Dynein cargo inh cell count | M17LAP inhibition | NOD1 NF-kB reporter | AID2073 | GPR55 beta-arrestin
CCc1nnc(NC(=O)CC(CN(C)S(=O)(=O)c2ccccc2)c2ccccc2)s1 (centres undefined) | -2.3% | -4% | 0% | 8% | -1.1 | -0.16 | -0.53 | -0.46 | 11% | 3% | -5% | -0.3%
CN(c1ccccc1)S(=O)(=O)c1ccc(Cl)nc1 | -0.6% | 9% | 6% | -13% | 0.28 | -0.5 | 0.9 | 0.23 | 2% | -64% | 5% | 0.4%
CC(=O)Nc1ccc(C2NC(=O)c3ccccc3O2)cc1 (centres undefined) | 2.6% | 5% | 11% | 7% | -0.93 | -0.16 | -0.23 | 0.059 | -13% | -6% | -2% | 0.7%
Cc1ccc(N(CC(=O)NCC2CCCO2)C(=O)CCC(=O)Nc2nccs2)cc1 (centres undefined) | -4.8% | -16% | . | 8% | . | . | . | . | . | 23% | 5% | -0.3%
C/C(=N\Nc1ccc(F)cc1F)c1cccs1 | -6.9% | 16% | 3% | -4% | -0.11 | -0.23 | 0.19 | -0.023 | -7% | -50% | -10% | 0.8%
O=C(/C(=C(/[O-])c1ccccc1)[n+]1ccccc1)c1ccc([N+](=O)[O-])cc1 | 0.6% | -43% | 3% | 1% | -0.55 | -0.33 | -0.42 | 0.71 | 22% | -6% | 34% | -0.1%
CCOC(=O)C1CCCN(S(=O)(=O)c2ccc3c(c2)N(C(C)=O)CCO3)C1 (centres undefined) | -5.1% | -1% | . | 8% | . | . | . | . | . | -2% | 6% | -0.1%
O=C(Cn1cncn1)N/N=C/c1cccnc1 | 2.6% | -25% | 4% | 10% | -0.76 | -0.23 | 0.25 | -0.0057 | 7% | -8% | 1% | -0.3%
Cc1c(C(=O)NCc2ccco2)sc2nc(-c3ccccc3)cn12 | 0.5% | 14% | 21% | -61% | 0.74 | -0.21 | 0.53 | 0.35 | 12% | -48% | -28% | -0.1%
COC(=O)COc1ccccc1C(N)=O | -1.5% | -9% | 1% | 5% | 3.2 | 0.11 | 1.8 | -1.7 | 6% | -12% | -3% | 0.3%
Cc1cccc(S(=O)(=O)CC(=O)Nc2nc(-c3ccccc3)cs2)c1 | 4.9% | -54% | 10% | -25% | -1.3 | -0.093 | -0.8 | 1.1 | -6% | 6% | -9% | 0.8%
CCOC(=O)N1CCN(Cc2nc(Cc3cccc(F)c3)no2)CC1 | 7.6% | -26% | 5% | -9% | -0.82 | -0.3 | -0.58 | 1.5 | 2% | 2% | 4% | -0.2%
Cc1ccc(NC2=NCC(=O)N2C2CCCC2)c(C)c1 | -8.1% | 31% | -1% | 23% | -0.57 | 0.15 | -0.97 | -2.2 | 23% | -6% | 10% | -0.3%
O=C(CCCn1c(=S)[nH]c2cc3c(cc2c1=O)OCO3)N1CCN(C2CCCCC2)CC1 | -2.6% | 3% | 7% | 5% | -0.082 | -0.15 | -0.2 | 0.26 | 0% | -6% | -51% | -0.1%
Fc1ccccc1Cn1c2[n+](c3ccc(C(F)(F)F)cc31)CCCCC2 | -1.3% | 6% | 9% | 2% | -0.84 | -0.12 | -0.025 | 0.75 | 9% | -22% | ? | 0.2%
CC(C)C(=O)Nc1oc(-c2ccccc2)cc1C#N | -3.3% | 0% | 4% | -29% | -0.13 | -0.27 | 0.064 | 0.44 | -3% | -6% | 8% | 0.1%
CC(C)c1nnc(NC(=O)C2CCN(C(=O)Nc3ccc(Cl)cc3)CC2)s1 | -1.1% | -28% | . | 0% | . | . | . | . | . | -46% | -3% | -0.2%
C=CCNC(=O)c1ccccc1NC(=O)c1ccc(Cl)c(S(=O)(=O)Nc2cccc(C)c2C)c1 | -0.5% | 11% | -3% | 10% | 0.44 | -0.23 | 0.39 | -0.25 | -5% | 0% | 30% | 0.7%
CN(C)CCNC(=O)C(=O)NCC1OCCCN1S(=O)(=O)c1cccs1 (centres undefined) | 5.8% | 17% | 2% | 11% | -0.011 | -0.055 | -0.31 | 0.0017 | 13% | -16% | 0% | 0.4%
Oc1ccccc1/C=C/c1noc(-c2ccccc2O)n1 | -2.5% | -41%[20 µM] | 2% | -242% | 0.33 | -0.32 | 0.46 | 0.00056 | -3% | -41% | 8% | 0.2%
CC1=Nc2cc(C(=O)O)ccc2Sc2ccc(Br)cc21 | 1.3% | -20% | 11% | 14% | 0.19 | -0.037 | 1.1 | -1.6 | 30% | -29% | 21% | -0.3%
COc1ccc(NC(=O)CC23CC4CC(CC(Br)(C4)C2)C3)c(OC)c1 | -2.5% | 0% | . | 12% | . | . | . | . | . | 34% | -8% | 0.5%
O=c1cc(C(F)(F)C(F)F)oc2ccccc12 | 2.9% | -38% | 1% | -9% | 0.25 | -0.31 | 0.34 | 0.27 | 5% | -8% | -6% | -0.1%
CCOc1ccc(NS(=O)(=O)c2c(C)nc3sc(CC)nn3c2=O)cc1 | 0.8% | -14%[20 µM] | . | 23% | . | . | . | . | . | 1% | -11% | -0.1%
Cc1cc2cc(CN(CC3CCCO3)C(=S)Nc3ccccc3)c(=O)[nH]c2cc1C (centres undefined) | 3.0% | -30% | 18% | -6% | 0.33 | -0.3 | 0.05 | -0.49 | -15% | 17% | 2% | 0.7%

(cont.)
SMILES | KOR beta-arrestin-1 | KOR beta-arrestin-2 | M1AAP inhibition | HEK293 NOD2/NF-kB | Dynein cargo inh | Dynein cargo inh cytoplasmic EGFP | Dynein cargo inh nuclear GR-EGFP | Dynein cargo inh cell count | M17LAP inhibition | NOD1 NF-kB reporter | AID2073 | GPR55 beta-arrestin
COc1ccc(NC(=O)CCC(=O)c2cccs2)cc1Cl | -5.9% | 14% | . | 14% | . | . | . | . | . | -15% | 2% | 0.0%
C/C(=N\NC(=O)c1ccc(O)cc1O)c1cccnc1 | -2.6% | 18% | . | 17% | . | . | . | . | . | -20% | 6% | -0.1%
N#Cc1c(N)nc2c(c1N)CC(CCl)O2 (centres undefined) | 2.7% | -26% | -2% | -4% | -0.19 | -0.3 | -0.43 | 0.17 | -9% | 11% | -1% | -0.1%
N#CC(C#N)=C1c2cc(S(=O)(=O)NCCO)ccc2-c2ccc(S(=O)(=O)NCCO)cc21 | -0.6% | -6% | 10% | 7% | -1.2 | 0.27 | -0.096 | 0.95 | 13% | -5% | 20% | -0.1%
COc1ccc(Cn2nnnc2C(CC(C)C)N2CCC(C(N)=O)CC2)cc1 (centres undefined) | . | -18%[20 µM] | 4% | 10% | -0.15 | -0.32 | 0.039 | 0.27 | 2% | -33% | -10% | 0.0%
O=C(O)C1Cc2ccccc2CN1S(=O)(=O)c1ccc2ccccc2c1 (centres undefined) | -4.1% | -6% | 8% | -4% | -0.54 | -0.26 | -0.32 | 0.38 | -6% | -1% | -7% | 0.2%
CCC(C(=O)NC1CCN(C)CC1)c1ccccc1 (centres undefined) | -0.6% | 4% | . | 10% | . | . | . | . | . | -45% | 40% | 0.2%
Cc1ccccc1/C=N/N1C(=O)CSC1=S | -3.4% | 45% | . | 0% | . | . | . | . | . | -2% | -14% | -0.1%
CC/C(=C1/C(=O)CC(C)(C)C(C(=O)OC)C1=O)N1CCCC1 (centres undefined) | -5.4% | 11% | 2% | 10% | 0.56 | -0.16 | 0.93 | 0.39 | 5% | 14% | 19% | -0.2%
O=C(Cc1ccc(S(=O)(=O)N2CCCCC2)s1)Nc1ccc(F)c(F)c1 | 1.7% | 37% | -1% | -9% | -0.82 | -0.085 | -0.82 | 0.83 | -17% | -28% | 11% | 0.1%
Cc1cccc(NC2SC(=O)N(CC(=O)O)C2=O)c1 (centres undefined) | -2.9% | 7% | 7% | 4% | -0.057 | -0.22 | -0.41 | -0.29 | 27% | -24% | -5% | -0.3%
COc1cccc(N2CCN(C(=O)c3ccc(CS(=O)Cc4ccc(C)cc4)o3)CC2)c1 (centres undefined) | 1.2% | -28% | . | 10% | . | . | . | . | . | -10% | -5% | -0.3%
CS(=O)(=O)N(CCc1ccccc1)CC(=O)N1CCCCC1 | -6.1% | 6% | 3% | 7% | 0.66 | -0.25 | 0.18 | 0.62 | 3% | -16% | 2% | -0.4%
Cc1ccc(C(C(=O)NC2CCCC2)N(Cc2ccc(F)cc2)C(=O)c2snc(C(N)=O)c2N)o1 (centres undefined) | -4.6% | 5% | . | 16% | . | . | . | . | . | 10% | -4% | 0.2%
Cn1c(N)c(C(=O)CCl)c(=O)n(Cc2ccccc2)c1=O | -4.7% | -14% | -3% | 38% | -5.9* | 0.72* | -1.5* | 0.12* | -5% | 44% | -3% | 1.6%

Record cards, from the list above. Values in the order: KOR beta-arrestin-1	KOR beta-arrestin-2	M1AAP inhibition	HEK293 NOD2/NF-kB	Dynein cargo inh	Dynein cargo inh cytoplasmic EGFP	Dynein cargo inh nuclear GR-EGFP	Dynein cargo inh cell count	M17LAP inhibition	NOD1 NF-kB reporter	AID2073	GPR55 beta-arrestin
Cc1ccc(C(C(=O)NC2CCCC2)N(Cc2ccc(F)cc2)C(=O)c2snc(C(N)=O)c2N)o1 (centres undefined) reads -4.6%	5%	.	16%	.	.	.	.	.	10%	-4%	0.2%
CC/C(=C1/C(=O)CC(C)(C)C(C(=O)OC)C1=O)N1CCCC1 (centres undefined) reads -5.4%	11%	2%	10%	0.56	-0.16	0.93	0.39	5%	14%	19%	-0.2%
COc1ccc(NC(=O)CCC(=O)c2cccs2)cc1Cl reads -5.9%	14%	.	14%	.	.	.	.	.	-15%	2%	0.0%
Cn1c(N)c(C(=O)CCl)c(=O)n(Cc2ccccc2)c1=O reads -4.7%	-14%	-3%	38%	-5.9*	0.72*	-1.5*	0.12*	-5%	44%	-3%	1.6%
Cc1cccc(NC2SC(=O)N(CC(=O)O)C2=O)c1 (centres undefined) reads -2.9%	7%	7%	4%	-0.057	-0.22	-0.41	-0.29	27%	-24%	-5%	-0.3%

High-throughput results deposited in PubChem by several laboratories.
